Screens from PubChem.
Yeast life ext: yeast lifespan extension. S. cerevisiae growth with nicotinamide, OD615; deaD strain in restrictive glucose medium. inhibition of the nicotinamide effect, % at 10 µM. 130,000 compounds, 0.68% hits. AID 775;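 active means inhibition above a set limit, placed 3 SD over the median of all compounds, cut at about 26% in these data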;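 further: 0% = nicotinamide-treated wells and 100% = cells grown without nicotinamide; some compounds called inactive have numbers as strong as hits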
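assay system = DeaD-strain S. cerevisiae | buffer or medium = restrictive glucose medium | reagent = 1.5 mM nicotinamide | compound = 10 µM single point, 0.25% DMSO | incubation = 48 h compound exposure at 30 °C, humidified | signal = OD615 measurement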
MRP-1 activ: activators of MRP-1; 140,000 compounds, 0.61% hits; viability increase, % at 10 µM; H69AR cells + doxorubicin, viability rescue, CellTiter-Glo; AID 799;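 active means viability gain under doxorubicin at or above a set limit, the compound median plus 3 SD, cut at about 4.7% in these data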;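 further: MRP-1 overexpressing cells given doxorubicin 25 µM after compound pretreatment; 18-22 h compound pretreatment then 72 h with doxorubicin before readout; 0% = doxorubicin-only wells and 100% = vehicle-treated cells without doxorubicin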
Measles CPE: protection of cells from measles virus; 140,000 compounds, 1.5% hits; protection (pct of control), % at 4 µM; Measles virus-infected cells, CPE protection, absorbance; in the data active means protection mostly above about 24%, no sharp cut-off; inactive means mostly below about 26%; further: some compounds called inactive have numbers as strong as hits
bCat KO growth: beta-catenin-lacking colon tumor cell growth suppression | 140,000 compounds, 1.5% hits | AID 818 | HCT116 beta-catenin knockout viability, CellTiter-Glo, 60 h; hits give low values | viability, % at 10 µM;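 active means viability at or under a set limit, the compound median less 4 SD, cut at about 6% in these data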;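 further: 0% = Hyamine 1622 control at 20 µM and 100% = untreated cell control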
E-sel TNF inh: TNF alpha driven E-selectin expression inhibition; 120,000 compounds, 0.71% hits; HUVEC TNFa-induced E-selectin immunofluorescence, high content; inhibition, % at 2 µM;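 active means inhibition above the batch mean plus 3 SD, and confirmed as a hit on visual image review, cut at about 43% in these data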;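 further: 0% = TNF-stimulated DMSO wells and 100% = unstimulated control wells; not every result past the cut was called active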
BB579 growth dn: reduces growth of yeast BB579 in restrictive medium; S. cerevisiae BB579 growth, OD615, 48 h; inhibition, % at 10 µM; 140,000 compounds, 0.51% hits; AID 804;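 active means inhibition above a set limit, 3 SD over the mean compound inhibition, cut at about 44% in these data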; further: inactives centre near -24
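controls = amphotericin B 10 µg/mL, positive | assay system = DeaD yeast strain BB579 | schedule = 48 h compound exposure at 30 °C after 4 h preincubation | detection = OD615 turbidity measurement | medium = restrictive CSMM-D medium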
GALR2 blocker: GALR2 (human) receptor antagonism; O43603; inhibition, % at 4 µM; GALR2-expressing cells, antagonist mode; 140,000 compounds, 0.39% hits; in the data active means inhibition above about 27%;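 further: cells stimulated with galanin 1-16 at roughly its EC80; 0% = agonist challenge control and 100% = basal control without agonist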
Target sequence (O43603 whole entry, looked up): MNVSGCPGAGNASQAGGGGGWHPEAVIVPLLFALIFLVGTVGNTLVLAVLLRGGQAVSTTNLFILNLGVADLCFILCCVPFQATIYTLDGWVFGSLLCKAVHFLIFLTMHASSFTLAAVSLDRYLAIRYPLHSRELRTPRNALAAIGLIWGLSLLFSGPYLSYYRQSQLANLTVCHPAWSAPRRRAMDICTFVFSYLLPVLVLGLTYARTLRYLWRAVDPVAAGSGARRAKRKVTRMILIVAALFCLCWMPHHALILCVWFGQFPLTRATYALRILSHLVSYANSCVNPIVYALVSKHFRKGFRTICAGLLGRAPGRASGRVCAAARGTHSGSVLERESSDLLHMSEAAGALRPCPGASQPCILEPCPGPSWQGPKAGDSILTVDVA
Phagocyt inh: inhibitors of macrophage phagocytosis | J774A.1 macrophage IgG-bead phagocytosis, imaging | inhibition, % at 5 µM | 110,000 compounds, 0.07% hits | AID 1029;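 active means inhibition above the mean of the plate negative controls plus 5 SD, cut at about 13% in these data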;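 further: phagocytic index as fraction of beads internalized from green versus red external bead signal; plate controls were DMSO negative control for no effect and cytochalasin-D positive control for full effect; some results beyond the cut were filed as inactive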
NPY Y2 blocker: blocks the human neuropeptide Y Y2 receptor; P49146; AID 793; NPY-Y2 expressing cells, antagonist mode; 140,000 compounds, 0.99% hits; inhibition, % at 2.7 µM; in the data active means inhibition above about 17%;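 further: 0% = vehicle with agonist challenge and 100% = reference antagonist with challenge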
Target sequence (P49146 whole entry, looked up): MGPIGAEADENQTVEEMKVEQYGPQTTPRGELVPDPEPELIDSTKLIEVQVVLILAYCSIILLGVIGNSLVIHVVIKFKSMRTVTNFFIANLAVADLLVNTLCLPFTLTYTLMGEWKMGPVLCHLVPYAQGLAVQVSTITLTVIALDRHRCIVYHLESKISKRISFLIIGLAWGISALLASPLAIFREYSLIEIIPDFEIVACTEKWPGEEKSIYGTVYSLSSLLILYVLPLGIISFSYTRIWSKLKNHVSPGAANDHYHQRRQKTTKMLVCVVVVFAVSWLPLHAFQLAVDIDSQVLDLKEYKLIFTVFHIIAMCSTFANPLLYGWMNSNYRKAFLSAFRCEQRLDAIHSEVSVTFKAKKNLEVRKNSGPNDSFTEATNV
PTEN del growth: growth suppressors of cells with PTEN tumor suppressor deletion. viability, % at 10 µM. AID 827. 140,000 compounds, 1.2% hits. HCT116 PTEN-null viability, CellTiter-Glo, 60 h; hits give low values;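 active means viability at or below a set limit, 4 SD under the median of all tested compounds, cut at about 3.7% in these data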;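 further: PTEN knockout HCT116 line with beta catenin targeted HCT116 as companion control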
Active calls of the source: *; . = no result given. Compounds as they come. About 6.1% of those tested had a hit in this group.

SMILES	Yeast life ext	MRP-1 activ	Measles CPE	bCat KO growth	E-sel TNF inh	BB579 growth dn	GALR2 blocker	Phagocyt inh	NPY Y2 blocker	PTEN del growth
Cn1c2ccccc2c2c(C(=O)NCC3CCCO3)cn(C3CCCC3)c(=O)c21 (stereo unspecified)	-7	-3.2	11	62	1	-2	2	-1	2	89
CC/C(=N\NC(=O)CSc1ncccn1)c1ccc2c(c1)OCCO2	1	-1.1	36	96	.	-36	-7	-4	0	102
C=CCn1c(O)c(C2=c3ccccc3=NC2=O)s/c1=N/c1nccs1	-5	-5.4	4	28	-11	-7	-9	0	-7	27
CCc1ccc(OCCNC(=O)c2ccccc2SCc2ccccc2)cc1	-2	-4.2	5	62	-4	-30	-5	1	6	58
CCOC(=O)c1c(NC(=O)CSc2nnc(C)c(=O)[nH]2)sc2c1CCCC2	-24	-1.0	14	108	15	-48	-12	-2	13	111
O=C(NC1CCCCC1)N1CCSC1=Nc1ccccc1	-9	-3.5	17	66	.	-17	2	1	3	67
S=C(Nc1cccc(Cl)c1)NC1CC2CCCC(C1)N2C1CCCC1 (stereo unspecified)	-1	-4.5	4	73	.	-41	11	-2	2	81
O=C(CSc1nc2ccccc2s1)N1c2ccccc2Sc2ccc(C(F)(F)F)cc21	-1	0.3	8	57	-23	-12	1	.	0	60
COc1ccc(N2C(=O)CC(c3ccc(OC(C)C)cc3)C2=O)cc1 (stereo unspecified)	-10	-0.2	6	98	.	-18	.	0	.	99
CCOC(=O)CSC1=C(C#N)C(c2ccccc2F)C(C(C)=O)=C(C)N1 (stereo unspecified)	-5	-0.4	3	109	-11	-75	7	.	0	101
CC(c1ccc(Cl)cc1)n1c(-c2ccc3ccccc3n2)n[nH]c1=S (stereo unspecified)	-9	-2.0	4	98	-70	28	1	2	3	84
CC(CCc1ccco1)NC(=O)CSc1cc(=O)n(C)c2ccccc12 (stereo unspecified)	-5	0.6	12	102	.	-29	-4	-1	3	108
Cc1nnc(SCC(=O)Nc2nsc(-c3ccc(Cl)cc3)n2)s1	-10	0.9	14	94	26	-37	-11	0	4	102
CC[N+]1(C)CCC(=C2c3ccccc3CC(=O)c3sccc32)CC1 (stereo unspecified)	8	-3.6	6	109	9	-8	3	-2	-2	101
O=C(c1cnn(-c2ccccc2)c1)c1ccccc1O	-7	1.1	2	78	-3	-24	9	-9	6	85
COc1ccc(NC(=O)Cn2nnc(-c3ccccc3NC(=O)C3CC3)n2)cc1	-1	-0.1	6	91	-14	-41	7	-1	1	99
CCC/C(C)=N/NC(=O)c1ccccc1O	3	-2.5	33	91	.	-26	4	2	2	90
CCc1nc2oc3ccccc3c(=O)c2c(=O)n1-c1ccccc1	14	-1.4	11	90	.	-65	10	3	-1	92
COc1ccccc1NC(=O)C1CCCCC1	-16	-0.8	6	117	-1	-56	2	-1	1	106
C=CCC1(NC(C)c2ccccc2)CCCCC1 (stereo unspecified)	0	-2.5	4	88	.	-8	7	.	4	92
COc1ccccc1NC(=O)c1ccc(-n2cccn2)nc1	-15	0.9	10	96	-5	-11	-10	.	1	91
Cn1nnnc1SCC(=O)NCc1cccc(C(=O)O)c1	-9	-0.1	15	99	.	-37	2	-1	3	99
Cc1cccc(NC(=S)NN2CCN(C)CC2)c1C	-7	-0.7	22	96	-2	-9	-2	0	-1	.
c1ccc2c(c1)oc1c(NCc3ccc4c(c3)OCO4)ncnc12	-10	1.2	4	71	.	0	14	-1	18*	65

Entries of single compounds as entered above:
Profile of COc1ccccc1NC(=O)c1ccc(-n2cccn2)nc1 → Yeast life ext = -15; MRP-1 activ = 0.9; Measles CPE = 10; bCat KO growth = 96; E-sel TNF inh = -5; BB579 growth dn = -11; GALR2 blocker = -10; Phagocyt inh = .; NPY Y2 blocker = 1; PTEN del growth = 91
Profile of Cc1nnc(SCC(=O)Nc2nsc(-c3ccc(Cl)cc3)n2)s1 → Yeast life ext = -10; MRP-1 activ = 0.9; Measles CPE = 14; bCat KO growth = 94; E-sel TNF inh = 26; BB579 growth dn = -37; GALR2 blocker = -11; Phagocyt inh = 0; NPY Y2 blocker = 4; PTEN del growth = 102

Other results:
SMILES	Yeast life ext	MRP-1 activ	Measles CPE	bCat KO growth	E-sel TNF inh	BB579 growth dn	GALR2 blocker	Phagocyt inh	NPY Y2 blocker	PTEN del growth
C/C(=N/NS(=O)(=O)c1ccc(Br)cc1)c1ccc(NC(=O)c2ccc(C)o2)cc1	-14	-0.4	19	106	-5	-46	8	-1	2	91
FC(F)(F)COc1nc(N2CCCCC2)nc(N2CCNCC2)n1	-7	-1.9	13	79	-18	15	0	2	2	81
CC(=O)Nc1nc2n(n1)C(c1ccc(F)cc1)C=C(c1ccccc1)N2 (stereo unspecified)	-6	-4.9	12	102	-7	-32	31*	0	1	91
CCCCCCCC(=O)OCC(O)CO (stereo unspecified)	-2	-2.2	91*	81	.	16	-7	.	5	99
Cc1cc(C)n(-c2ccc(-n3ccnc3)nn2)n1	-13	0.5	29	102	.	3	-15	1	7	100
CCc1ccc(OCC(=O)OC2CCS(=O)(=O)C2)cc1 (stereo unspecified)	-3	-1.2	4	88	.	-48	-6	.	9	96
O=C(CCSc1nc(-c2ccc3c(c2)OCO3)cc(C(F)(F)F)n1)NCc1ccccc1	.	-2.9	6	83	-15	-43	-2	.	1	80
Cn1c(N2CCCC2)nc2c1c(=O)n(Cc1ccc(F)cc1)c(=O)n2C	-6	0.2	20	92	-8	-17	-2	-1	-1	86
CC1(C)Cc2nc(N)c(C(=O)NCCO)cc2CO1	-18	-0.1	14	93	-58	-25	6	2	1	92
Cc1ccc(C(=O)NC(=S)N2CCN(c3ccc([N+](=O)[O-])cc3)CC2)cc1	-1	-0.1	13	94	.	10	2	-10	5	89
COc1ccc(Cn2c(C)ccc2C)cc1	-6	-1.5	8	42	-30	-54	2	0	1	41
Cc1ccc(OCC(=O)Nc2ccc(F)cc2)cc1C	.	-0.1	7	104	5	-46	5	.	7	97
CCCCOC(=O)Nc1ccc(N2CCCCC2)cc1	-3	0.7	12	91	12	-14	2	1	3	95
O=C(O)CSc1nnc(-c2ccc3c(c2)OCO3)o1	-9	-1.6	4	92	15	-20	-8	-1	31*	113
COc1ccc(C(=S)N2CCN(C)CC2)cc1Br	-1	-1.5	25	95	.	-3	-27	0	2	97
O=C1c2ccccc2C(=O)N1CC(=O)N1c2ccccc2Sc2ccc(C(F)(F)F)cc21	0	1.5	4	88	16	-37	-7	-4	-1	89
CCCCCCc1nnc(N)s1	-9	-0.1	11	97	0	-18	-5	-1	3	99
Cc1ccccc1C(=O)Nc1cccc(NC(=O)c2ccc(-c3ccc(Br)cc3)o2)c1	-10	-4.9	4	3.7*	.	0	-21	-3	1	5
COc1cccc(/C=C2\N=C3CCCCCN3C2=O)c1	-17	-0.3	36*	108	15	-39	-7	-1	3	108
CCCn1c(SCC(=O)NC(=O)NCc2ccco2)n[nH]c1=O	-4	-2.0	9	95	-20	-29	3	0	1	95
CC1CN(Cc2nc3c(c(=O)[nH]c(=O)n3C)n2CCCc2ccccc2)CC(C)O1 (stereo unspecified)	.	-3.1	19	89	-19	-13	0	.	-1	96
O=C(NC1CCCCC1)N1CCN(C(=O)c2ccco2)CC1	-5	0.0	11	104	3	-56	-19	0	1	118
CCOC(=O)c1cccc(NC(=O)CSc2nnc(COc3ccccc3)n2CC)c1	-6	-0.9	3	85	2	-33	-5	1	1	92
COc1ccc(N2CCN(c3nc(=S)n(-c4ccccc4)c(C)c3C(C)=O)CC2)cc1	-15	0.4	3	102	-13	-96	-10	0	3	104
Cc1ccc(S(=O)(=O)NCC(=O)N(CC(=O)NC(C)(C)C)Cc2cccs2)cc1	-13	-2.0	32*	103	26	-30	5	1	2	96
COc1ccc2nc(N3CCCC3)[nH]c2c1	-3	-0.9	16	84	.	-44	3	.	5	93
CCOC(=O)N1CCC(N(CCOC)C(=O)Nc2ccc(Cl)c(Cl)c2)CC1	-9	-3.8	4	76	-13	13	5	3	-1	68
CCn1c(NC(=O)c2cccs2)c(-c2cccs2)c(=O)c2ccccc21	-6	-1.1	2	99	7	-46	4	0	3	104
Cc1ccc(C)c(Nc2ncccc2C(=O)NCc2cccs2)c1	-6	-4.2	3	58	-1	-24	-8	-4	-1	53
Cc1cc2nnc(SC(C)C#N)n2c2ccccc12 (stereo unspecified)	-9	-1.6	32	96	-11	-24	-11	.	1	96
CN(C)S(=O)(=O)c1ccc(Cl)c(NC(=O)COC(=O)C2CSC3(C)CCC(=O)N23)c1 (stereo unspecified)	-1	-1.4	3	114	-8	-15	11	-3	-1	95
Cc1cc(C)nc(SCC(=O)Nc2cc(C)on2)n1	-5	0.3	2	101	.	-40	2	2	1	105
CCn1c(-c2csc(-c3ccc(Cl)cc3)n2)n[nH]c1=S	-11	0.4	5	112	-11	-31	14	-1	1	100
COc1ccccc1CSc1nc2ccccc2[nH]1	-19	-1.2	8	83	9	-25	7	-1	5	92
CCN(CC)C(=O)C1CCCN(C(=O)Nc2ccccc2)C1 (stereo unspecified)	-8	-1.0	35*	88	6	8	-20	-1	3	102
COc1ccc(NC(=O)C2CCN(S(=O)(=O)c3ccc(OC)c(OC)c3)CC2)c(OC)c1	.	0.3	4	97	12	-36	14	-1	2	103
CC(=O)c1ccc(NC2=C(N3CCOCC3)C(=O)c3ccccc3C2=O)cc1	0	-2.1	22	49	-17	-50	-4	-2	0	38
CCc1ccccc1N1C(=O)C2CC(C)=C(C)CC2C1=O (stereo unspecified)	0	-2.1	11	96	-28	-56	-1	0	2	95
Cc1ccc(S(=O)(=O)CCSc2cccc(C(=O)Nc3ccccc3C(=O)O)c2)cc1	-2	-2.9	37	88	.	-13	-16	-9	7	89
COc1ccc(C)cc1NC(=O)c1ccc(N(C)S(C)(=O)=O)cc1	-10	-0.8	7	85	-20	-76	9	.	4	95
O=C(Oc1csc(=S)n1C(=O)c1ccccc1)c1ccccc1	1	0.2	1	95	-2	49*	6	-1	2	97
CCCOc1ccc(OCCSc2nnc(N)s2)cc1	-11	-3.1	20	83	-10	-55	12	.	2	76
COC(=O)c1sc(NC(=O)COc2ccccc2)nc1C	-12	-0.3	3	108	18	-58	-3	-1	1	111
Cc1cc2c(cc1C)NC(=O)CC(C(F)(F)C(F)(F)C(F)(F)F)=N2	.	-4.2	9	76	16	-29	17	.	0	76
CCOC(=O)C1=C(CSc2nc(-c3ccccc3)ccc2C#N)OC(N)=C(C#N)C1c1ccccc1 (stereo unspecified)	-6	-1.9	6	85	43	-8	17	-1	6	76
CCOc1ccc(-c2cc(C(=O)NCCCN3CCN(CC)CC3)c3ccccc3n2)cc1	-14	-4.8	7	42	23	-3	1	-2	3	44
Cc1cc2oc(=O)cc(CN3CCc4ccccc43)c2cc1Cl	0	-1.7	8	76	.	-49	1	-1	5	71
COC(=O)c1ccc(C(=O)OC)c(NC(=S)N2CCC(C)CC2)c1	8	-1.2	21	94	-8	-22	-8	0	2	100
O=C(Nc1ccc(N2CCCC2=O)cc1)c1cccc(F)c1	-5	2.6	11	97	-6	-19	-6	1	-1	94
O=C(COc1ccccc1Cl)NCCC1=CCCCC1	-8	-1.8	13	90	-12	-21	-9	-8	12	85
C/C(=C\C(=O)c1cccnc1)Nc1ccc(C(=O)O)cc1	-10	-0.9	6	100	3	-20	-18	-1	0	92
